From PubChem
PI4K2A block = inhibitors of human PI4K2A; Q9BTU6; purified PI4K2A, ADP-Glo luminescence, 1 h; stronger effect = lower value; activity change, negative = inhibition, % at 76.9 µM; AID 1346378; 0.13% of 420,000 active; in the data active = activity change below about -50%; inconclusive = mostly about -30% to -49%;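 also: -100% = wells without enzyme as full effect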
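ADP-Glo luminescence measured ADP generated by PI4K2A enzyme (4 ug/mL before mixing) with 1.2 mM PI substrate (pre-mix) and 300 microM ATP (pre-mix). Tris pH7.5 buffer with MgCl2, Triton X-100; 1 h reaction at ambient temperature.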
12-LOX inh = inhibitors of human 12S-lipoxygenase ALOX12 | P18054 | purified 12hLO, xylenol orange hydroperoxide absorbance | Potency, µM (series often up to 108 µM), without a hit: at the top dose activity change, negative = inhibition, most hits filed as inhibitors | 1.1% of 580,000 active | AID 1671190; also: potency is read from the fitted curve at half-maximal effect; % is scaled to controls: 0 for no effect and ±100 for the full control effect
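Hydroperoxide product was detected by ferrous iron/xylenol orange as the 573 to 405 nm absorbance ratio. Arachidonic acid at 40 uM (final) was turned over for 30 min at room temperature by 150 nM human 12hLO, pH 7.0 Hepes buffer, after 15 min compound preincubation.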
GLS inhibitor = inhibitors of human glutaminase (GLS) | GLS enzymatic activity, qHTS titration | AID 624170 | Potency, µM (highest dose often 45.5 µM), inactives show top-dose activity change, negative = inhibition, most hits filed as inhibitors | 0.21% of 410,000 active; also: potency is read from the fitted curve at half-maximal effect; % is scaled to controls: 0 for no effect and ±100 for the full control effect
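Coupled fluorescence readout: glutamate oxidase/HRP/Amplex Red detect glutamate formed by hKGA from L-glutamine (1 mM solution added). Buffer 45 mM KH2PO4 pH 8.2, 0.02% Tween-20; reads at t0 and 30 min RT.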
RGS4 inh = blocks human RGS4-accelerated GTP hydrolysis; Transcreener GDP fluorescence polarization, RGS4-accelerated GTP hydrolysis; Potency, µM (doses to about 114 µM), inactives show top-dose activity change, negative = inhibition, actives largely listed as inhibitors; AID 504845; P49798; 0.039% of 390,000 active; also: potency is read from the fitted curve at half-maximal effect; % is scaled to controls: 0 for no effect and ±100 for the full control effect; nearly all actives have a fitted effect of over 75% in size; some results filed as inactive show a strong effect at the top dose
Target sequence (P49798 whole entry, looked up): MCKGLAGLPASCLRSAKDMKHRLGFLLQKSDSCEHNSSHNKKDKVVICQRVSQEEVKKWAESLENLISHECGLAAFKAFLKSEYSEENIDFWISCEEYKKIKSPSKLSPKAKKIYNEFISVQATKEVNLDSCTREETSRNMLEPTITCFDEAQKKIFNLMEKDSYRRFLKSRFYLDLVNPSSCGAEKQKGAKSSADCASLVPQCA
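MLSMR compounds (23 nl, pin-transferred) preincubated 10 min at room temperature with a 500nM (2x) first reagent, then RGS4 at 900nM (2x) plus Transcreener GDP mix added; fluorescence polarization (620/688 nm) read before and after 90 min at 30 °C.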
ERG-DNA inh = inhibitors of human ERG Ets domain-DNA interaction; 0.028% of 370,000 active; Potency, µM (titrated, usually from 76.9 µM), for the others: at the top dose FP activity, negative = inhibition, usual class: inhibitors; P11308; fluorescence polarization, His-ERG Ets domain / labelled DNA; active = well fitted inhibition curve with a large enough effect in the polarisation, with a control signal flat; inconclusive = small, poorly fitted or top-dose-only effect, or effect the other way, or a change in a side signal; inactive = no such curve, though single readings can be large or run the other way; the % refers to the polarisation;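 also: polarization taken with two DNA probes labelled with fluorescein and Texas red; potency is read from the fitted curve at half-maximal effect; % of control where 0% means no effect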
Target sequence (P11308 whole entry, looked up, the tested form may be a part): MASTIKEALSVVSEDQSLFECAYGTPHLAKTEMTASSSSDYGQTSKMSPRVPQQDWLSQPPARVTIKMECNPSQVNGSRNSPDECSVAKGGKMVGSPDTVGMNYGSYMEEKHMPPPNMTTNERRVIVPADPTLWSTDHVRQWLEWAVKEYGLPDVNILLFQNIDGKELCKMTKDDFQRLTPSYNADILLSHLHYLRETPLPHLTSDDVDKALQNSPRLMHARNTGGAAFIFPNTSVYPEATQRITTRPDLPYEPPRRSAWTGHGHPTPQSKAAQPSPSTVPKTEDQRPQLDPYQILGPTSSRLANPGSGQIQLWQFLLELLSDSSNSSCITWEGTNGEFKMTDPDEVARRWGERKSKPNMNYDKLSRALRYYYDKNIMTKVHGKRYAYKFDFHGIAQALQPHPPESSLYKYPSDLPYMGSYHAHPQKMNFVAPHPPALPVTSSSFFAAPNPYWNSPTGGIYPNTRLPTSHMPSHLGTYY
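His-tagged ERG Ets domain (1 uM in the protein solution; 300mM KCl, 50mM Tris-HCl, 1mM EDTA, 1mM DTT, pH 7.5) received compound, then a probe mix of 5 nM fluorescein-DNA and 100nM Texas-615-DNA. Fluorescence polarization was read for both dyes.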
HP1b binding inh = HP1-beta chromodomain-methylated histone interaction inhibition; P83916; AlphaScreen HP1-beta / biotin-H3K9me3 peptide binding; Potency, µM (titrated, usually from 114 µM), for inactives: at the highest dose activity change, negative = inhibition, actives largely listed as inhibitors; 0.56% of 390,000 active; also: potency is read from the fitted curve at half-maximal effect; nearly all actives have a fitted effect of over 70% in size; inactives centre near 23
Target sequence (P83916 whole entry, looked up): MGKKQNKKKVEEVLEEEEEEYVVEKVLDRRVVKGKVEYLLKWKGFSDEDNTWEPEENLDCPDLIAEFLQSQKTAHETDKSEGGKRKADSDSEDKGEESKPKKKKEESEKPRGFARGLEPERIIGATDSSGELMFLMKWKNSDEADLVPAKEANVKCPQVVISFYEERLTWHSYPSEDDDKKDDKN
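AlphaScreen: HP1-beta (50 nM) preformed 30 min with biotin-H3(1-18)K9me3 peptide (50 nM) in PBS pH 7.4, 0.01% Tween-20. Compound added for 30 min at RT, then streptavidin donor/nickel chelate acceptor beads (10 ug/mL) for 30 min.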
BAZ2B inh = blocks human BAZ2B; 4.4% of 360,000 active; Potency, µM (top dose mostly 114 µM), inactives show at the highest dose activity change, negative = inhibition, actives largely listed as inhibitors; AlphaScreen BAZ2B-H3K14Ac peptide displacement; AID 504333; also: potency is read from the fitted curve at half-maximal effect; % is scaled to controls: 0 for no effect and ±100 for the full control effect; nearly all actives have a fitted effect of over 60% in size
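Complex of BAZ2B and biotin-H3K14Ac (50 nM apiece) forms over 30 min at RT, then faces library compounds up to 110 uM for another 30 min; AlphaScreen beads added, 20 min dark incubation, luminescence read.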
G9a inh = inhibitors of human histone lysine methyltransferase G9a; 8.8% of 350,000 active; Q96KQ7; Potency, µM (highest dose often 102 µM), for the others: at the top dose activity, negative = inhibition, actives largely listed as inhibitors; AID 504332; G9a H3K9 monomethylation, AlphaScreen, 2 h; also: potency is read from the fitted curve at half-maximal effect; % is scaled to controls: 0 for no effect and ±100 for the full control effect; nearly all actives have a fitted effect of over 75% in size
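Signal arises when biotinylated H3K9 peptide, once monomethylated, bridges streptavidin donor and antibody-captured acceptor beads. Enzyme at 20 nM was preincubated 15 min with test compounds; peptide 500 nM and SAM 20 uM then reacted for 2 h.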
JMJD2A Tudor inh = blocks the human JMJD2A Tudor domain | AlphaScreen JMJD2A-Tudor / H3K4me3 peptide binding | Potency, µM (highest dose often 114 µM), inactives show top-dose activity change, negative = inhibition, hits mostly inhibitors | 4.4% of 390,000 active | O75164; also: potency is read from the fitted curve at half-maximal effect; % is scaled to controls: 0 for no effect and ±100 for the full control effect; nearly all actives have a fitted effect of over 50% in size
Active calls of the source: *; ? = inconclusive; · = not tested or not shown; & = joins results of further samples; [ ] = dose if it differs, or a comment. Unless noted, calls follow the shape of the dose curve; as a rule, active = well fitted curve in the direction sought with a large enough effect; inconclusive = small, poorly fitted or top-dose-only effect, or another doubt; inactive = no such curve, though single readings can be large; an effect the other way counts as inactive or inconclusive. Some of the compounds tested; the hit share may differ from the screen's.

Value order: PI4K2A block, 12-LOX inh, GLS inhibitor, RGS4 inh, ERG-DNA inh, HP1b binding inh, BAZ2B inh, G9a inh, JMJD2A Tudor inh
NS(=O)(=O)c1cccc(NC(=O)c2cccc(-c3ccc(O)cc3)c2)c1
→ 1, 0%, 0%, 18%, 3%, ?, -5%, 14%, -27%
NC(=O)C1CCN(C(=O)c2cn(-c3ccccc3)nc2-c2cccnc2)CC1
→ -1, -10%, 9%, -2%, -2%, 26%, 13%, 1%, -1%
O=C(O)CC(C(=O)NC1CCCCC1)C1CCCO1 (stereo unspecified)
→ -1, -14%, 7%, -10%, -4%, 36%, 5%, -9%, -10%
O=C(CN1C(=O)NC2(CCc3ccccc32)C1=O)NCc1ccc(F)cc1 (stereo unspecified)
→ 1, 14%, 2%, -14%, 8%, 29%, -6%, -19%, -9%
Cc1nnsc1C(=O)NC1CCCc2c1cnn2-c1ccccc1F (stereo unspecified)
→ 1, -1%, 4%, -1%, 7%, 14%, 5%, ·, -2%
CCOc1cc(CNCCSc2nnnn2C)cc(Cl)c1OCc1ccc(Cl)cc1
→ 0, ?, -11%, 1%, 4%, 39%[activator], 0%, 9%[59 µM], 9%
Oc1ccc(O)cc1
→ -3&-1, ?, -26%, ?, ·, ·, ·, 6µM*, ·
COc1cc(-c2[nH]ncc2CN2CCc3sccc3C2)cc(OC)c1OC
→ 12, 26%, 1%, 18%, -4%, 21%, -13%, -5%, -21%
O=C(CCS(=O)(=O)c1ccccc1)NC1CCCCC1
→ 3, -2%, -17%, -31%, -18%, -11%, -3%, 26%[59 µM], -6%
CCN(CC)c1ccc(/C=N/N2CCN(Cc3ccccc3)CC2)c(O)c1
→ -1, -9%, 27%, 2%, -14%, -77%, 13µM*, ?, 14µM*
COc1ccc(-c2nc(SCC(=O)N3CCN(c4ccc(F)cc4)CC3)n[nH]2)cc1
→ -2, -13%, 2%, 30%, 2%, 25%[57 µM], 4%, 10%[59 µM], -16%
CCc1cccc(NC(=O)CNC(=O)N2CC(=O)Nc3ccccc32)c1
→ 4, -12%, -2%, 21%, -7%, 20%, -15%, 8%[59 µM], -22%
Cc1ccc(-c2n[nH]c(=O)c3ccccc23)cc1S(=O)(=O)Nc1ccccc1
→ -5, ?, -5%, -29%, -6%, 12%, 5%, -47%, -2%
CCOc1ccc(NCc2nnc(SCC(=O)Nc3nc(-c4ccccc4)cs3)n2-c2ccccc2)cc1
→ 3, -17%, 13%, 10%, 0%, 10%, -2%, 6%[59 µM], -24%
Cc1ccc(OCC(=O)Nc2ccc(S(=O)(=O)Nc3ccccn3)cc2)cc1C
→ -2, -19%, 0%, -21%, -22%, 26%, -4%, 50µM*, -9%
O=C(NCc1ccccn1)Nc1ccc(Br)cc1Cl
→ -4, 7%, 15%, 7%, 0%, 16%[57 µM], 1%, ·, -10%
NS(=O)(=O)c1ccc(NC(=O)CSC2=NC(=O)C(c3ccccc3)C(=O)N2)cc1 (stereo unspecified)
→ -10, 15%, 26%, -17%, 5%, 24%, 6%, -17%, -11%
O=C(c1ccc2c(c1)OCO2)N1CCN(c2ccccn2)CC1
→ 5, -6%, 9%, -47%, 4%, ?, 4%, 8%[59 µM], -20%[57.1 µM]
COC(=O)CSc1ccc2nnc(CCNS(=O)(=O)c3ccccc3)n2n1
→ 0&1, -1%&-15%, -2%&-3%, 25%&19%, -3%&0%, 42%&24%[activator], -1%&-18%, -20%, -8%&-3%
CCN(CC)CCOC(=O)c1cccc(OC)c1
→ -8, 0%, 11%, 6%, -4%, 28%, -4%, ?, -19%
COc1ccccc1CC(=O)Nc1ccc(S(=O)(=O)N2CCOCC2)cc1
→ 13, -29%, 12%, 2%, 11%, 1%, 4%, ?, -11%
CCN(CC)c1ccc(S(=O)(=O)N2CCCCC2)cc1NC(=O)C1CCC1
→ 6, -14%, 0%, -6%, 2%, 27%, ?, 1%[0.501 µM], -3%
COc1cc(/C=C(\C#N)C(=O)NCC2CCCO2)ccc1OCC(N)=O (stereo unspecified)
→ -1, -15%, -3%, 0%, 22%, 29%, -14%, -3%, -19%
COc1ccc(N(CC(=O)N/N=C/c2cccnc2)S(=O)(=O)c2ccc(C)cc2)cc1OC
→ 1, -9%, 0%, 0%, -13%, 30%, -21%, 20%, -7%
COc1ccc(CNC(=O)CSc2nnc3c(n2)[nH]c2ccccc23)cc1
→ -1, -8%, -4%, 13%, -4%, 22%, -5%, 11%, -8%
COc1cc(C(=O)Nc2cc(C)c(OCC(=O)N3CCOCC3)c(C)c2)cc(OC)c1OC
→ -7, 88%[activator], 7%, 3%, -1%, 13%, 5%, 16%[59 µM], -10%
CC(=O)c1cccc(NC(=O)c2ccc(S(=O)(=O)N3CCCCC3)cc2)c1
→ 0, 4%, 0%, -2%[11.4 µM], 4%, 40%, -3%, -8%[59 µM], -9%[11.4 µM]
Cc1ccc(SCCCn2cncn2)cc1
→ 1, ?, 12%, -15%, -4%, -14%, ?, -47%[12.7 µM], 45µM*
CN(C)S(=O)(=O)c1ccc(C(=O)OCC(=O)c2ccc(OC(F)F)cc2OC(F)F)cc1
→ 6, 0%, 4%, -7%, 0%, 33%[activator], 28%, -9%[59 µM], -4%
N#Cc1c(N)nc2c(c1N)CC(CO)O2 (stereo unspecified)
→ 179, -4%, -2%, -4%, 4%, 25%, -17%, 11%, -9%
CCOC(=O)c1ccc(N2C(=O)c3n[nH]c(C)c3C2c2ccc(OC)cc2OC)cc1 (stereo unspecified)
→ -3, 0%, 2%, -42%, 7%, 27%, 4%, 3%[59 µM], -13%
C[C@]12C=CC(=O)C=C1CCC1C2CC[C@@]2(C)C1CCC21OCCO1 (stereo partly specified)
→ -2, -9%, 5%, -3%, -3%, 17%[57 µM], ·, ·, -13%
C=CC[n+]1c(-c2ccc(OCC)cc2)csc1NNC(=O)Nc1ccccc1
→ 2, -6%, 22%, -10%, ·, 14µM*, 10µM*, ?, 22µM*
Cn1cc(CCNC(=O)CC2C(=O)NCCN2Cc2cccc(Oc3ccccc3)c2)cn1 (stereo unspecified)
→ -15, -2%, -10%, -10%, 4%, 27%, -33%, 35µM*, ?
O/N=C1/CCCCc2sccc21
→ 6, -16%, 19%, 16%, 6%, 9%, 10%, -6%[59 µM], -7%
Cc1cc(C(=O)CN2CCN(CC(=O)Nc3ccc(F)cc3)CC2)c(C)n1C1CC1
→ 0, -13%, 3%, -35%, 23%, 15%, -7%, -3%[2.33 µM], -21%
CN(CCOc1ccc(Cl)cc1)C(=O)CNS(=O)(=O)c1ccc(N(C)C)c([N+](=O)[O-])c1
→ -6, -16%, 1%, -28%, -4%, -13%, ?, 40µM*, ?
O=C(Cn1nc(-c2ccco2)ccc1=O)Nc1cc(C(F)(F)F)ccc1Cl
→ 0, ?, -1%, 13%[11.4 µM], -5%, 46%[activator], -20%, -6%, -15%
CCc1ccccc1NC(=O)CCNS(=O)(=O)c1ccc2c(c1)CCCC(=O)N2
→ -2, 0%, -13%, -3%, 1%, 42%[activator], 12%[57.1 µM], -6%[59 µM], -8%
CN(C(=O)c1ccccc1Br)C1CCS(=O)(=O)C1 (stereo unspecified)
→ 3, 17%, -2%, 1%, -5%, -11%, -4%, 8%[0.501 µM], -19%
Cc1ccc(N2CCN(S(=O)(=O)c3c(C)[nH]c(=O)[nH]c3=O)CC2C)cc1 (stereo unspecified)
→ -1, -20%, 28%, -1%, -3%, 30%, 0%, ?, -7%
CC(=O)N(C(C)=O)c1c(C#N)c(C)n(-c2ccccc2)c1C(=O)c1ccccc1
→ -4, -9%, 25%, 17%, -7%, 30%, 9%, -8%[59 µM], -17%
CCOc1ccc(S(=O)(=O)n2ccc(C)n2)c2ccccc12
→ 0, 0%, 4%, 3%, -19%, 47%[activator], 14%, -9%[59 µM], 14%
C=CCc1cc(Cl)ccc1OCCn1ccnc1
→ 6, ?, -5%, 11%, -2%, ?, 50µM*, 7.1µM*, 20µM*
CC(C)(C)c1ccc(S(=O)(=O)NCCOCC(F)(F)C(F)F)cc1
→ 1, -6%, 0%, -4%, 4%, 26%, -2%, 7%[59 µM], 4%
COc1ccccc1CNC(=O)c1ccc2nc(N3CCOCC3)sc2c1
→ -4, 6%, 1%, -9%, -3%, 42%[activator], -29%, -16%, -9%
CCCN[C@H]1CCc2nc(N)sc2C1
→ 4&-5, ?, 16%&2%, -16%, 15%, 29%, ·, -28%[12.7 µM], -16%
O=C(O)CCC(=O)NC(c1ccccc1)c1ccccc1
→ 4, -1%, -1%, 16%, -1%, 45%[activator], -27%, ·, -13%
CN(C)/C=C/C(=C\C(=O)C(F)(F)F)Nc1ccc(C(F)(F)F)cc1
→ -5, -20%, 1%, -7%, 1%, 39%, -36%, -30%, -19%
CCOC(=O)N1CCC(=NNC(=O)c2cc3ccccc3cc2O)CC1
→ -7, -3%, -11%, -29%, -3%, 21%, 2%, 41%[59 µM], -20%
O=C(NC1CCN(S(=O)(=O)c2cccc(F)c2)CC1)c1ccc(F)cc1
→ -3, -62%, 1%, 6%, 2%, 41%[activator], -2%, -4%[59 µM], 1%
COc1ccccc1Nc1nc2ccccc2[nH]1
→ 10, 193%[activator], 17%, 33%, -1%, 28%, -37%, -48%[59 µM], -6%
